TNAP inh Pi: inhibitors of human tissue-nonspecific alkaline phosphatase | P05186 | purified TNAP, pNPP, malachite green phosphate absorbance | inhibition, % at 20 µM | 21,000 tested, under 10 active
Target sequence (P05186 whole entry, looked up): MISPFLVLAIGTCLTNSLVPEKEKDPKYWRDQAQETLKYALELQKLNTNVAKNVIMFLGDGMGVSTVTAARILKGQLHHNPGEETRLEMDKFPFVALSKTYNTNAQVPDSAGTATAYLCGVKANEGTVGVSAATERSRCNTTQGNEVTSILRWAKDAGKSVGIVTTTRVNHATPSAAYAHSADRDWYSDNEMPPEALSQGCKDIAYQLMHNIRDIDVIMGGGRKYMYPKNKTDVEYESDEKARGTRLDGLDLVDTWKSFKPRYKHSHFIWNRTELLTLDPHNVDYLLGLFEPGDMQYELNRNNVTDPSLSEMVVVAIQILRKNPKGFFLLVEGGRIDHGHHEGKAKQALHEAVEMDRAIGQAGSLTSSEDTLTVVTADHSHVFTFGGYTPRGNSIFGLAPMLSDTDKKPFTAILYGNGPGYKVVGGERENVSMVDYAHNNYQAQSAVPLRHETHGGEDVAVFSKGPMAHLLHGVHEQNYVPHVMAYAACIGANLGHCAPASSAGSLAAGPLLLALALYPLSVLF
TNAP inh pNP: human TNAP inhibition, p-nitrophenol detection; 21,000 tested, under 10 active; P05186; purified TNAP, pNPP hydrolysis, absorbance 405 nm; AID 615; inhibition, % at 20 µM;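 also: 0% = DMSO only wells and 100% = 1 mM levamisole wells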
Starred values were filed as active, the others as inactive; & = joins results of further samples.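 The calls were made as follows: active = inhibition above 50% at the 20 µM single-dose screen; inactive = the rest.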 Only part of the results is shown; count on the stated rates, not on these rows.

item	TNAP inh Pi	TNAP inh pNP	Compound
1	-2	-2	O=C(NC1CCCCCCC1)c1ccc2c(c1)OCO2
2	5	5	Cc1c(Cl)cccc1NC(=O)CSCC(N)=O
3	4	-1	Cc1cc2ccccc2cc(C)c1=O
4	10	4	Cc1ccc(S(=O)(=O)NC2OC(=O)C(Cl)=C2Cl)cc1 (stereo not given)
5	-5	-1	CCCc1[nH]nc2c1C(c1c(C)nn(-c3ccccc3)c1Cl)C(C#N)=C(N)O2 (stereo not given)
6	6	4	[N-]=[N+]=CC(=O)C(Cc1ccccc1)N1C(=O)c2ccccc2C1=O (stereo not given)
7	8	4	Nc1nc(CN2CCN(c3ccccc3F)CC2)nc(Nc2ccccc2)n1
8	8	0	COc1ccc(C(CNC(=O)c2ccc(S(=O)(=O)N3CCOCC3)cc2)N2CCCCC2)cc1 (stereo not given)
9	0&10	0&4	COc1cc(NS(=O)(=O)c2ccc(N)cc2)ncn1
10	7	-2	Cc1onc(-c2c(F)cccc2Cl)c1C(=O)N1CCN(S(C)(=O)=O)CC1
11	8	8	COc1cc(NS(=O)(=O)c2ccc(OC)c(C)c2C)c(OC)cc1Cl
12	1	-1	CCOc1cc(CN2CCCCC2)ccc1OC
13	6	2	CCCCOC(=O)n1c(=O)oc2ccccc21
14	7	3	COc1cc(C(=O)CSc2nncn2C)cc(OC)c1OC
15	6	-1	CNC(=O)CCc1nc(-c2ccc(C(C)(C)C)cc2)no1
16	10	8	CCCN1C(=O)c2ccc(C(=O)NC3CCCCC3)cc2C1=O
17	13	-5	Cc1ccc(-c2nc(C#N)c(NCCN3CCCCC3)o2)cc1
18	-2	-8	Cc1ccc(C2(c3ccc(C)cc3)NC(=O)N(Cc3c(C)noc3C)C2=O)cc1
19	-3	8	CCC(C)[C@H](NC(=O)NCc1cccs1)C(=O)OC (stereo not given in full)
20	6	0	Cc1cccc2nc(CSc3nncn3-c3ccccc3)cn12
21	8	5	Cc1cccc(N2C(N)=NC(N)=NC23CCCCC3)c1
22	11	6	CCCCC(CCC(=O)Nc1ccc(C(=O)OC)cc1)C(=O)O (stereo not given)
23	10	8	O=C(Cn1nnc(-c2ccncc2)n1)NCCc1ccccc1
24	10	2	Cc1ccc2c(c1)nnn2C1CCN(CC(=O)c2ccc(Cl)cc2)CC1
25	0	0	CC(=O)Nc1ccc(-c2nnc(SCC(=O)n3c4c(c5ccccc53)CCCC4)n2C)cc1
26	7	2	CN(C)CCCNC(=O)c1ccc(-c2ccccc2)cc1
27	9	-5	CC(=O)c1c(C)nn(CCC(=O)O)c1C
28	10	5	COc1ccc(CCNS(=O)(=O)c2cccc(F)c2)cc1OC
29	-13	4	COC(=O)Oc1nsnc1N1CCOCC1
30	10	6	CC(O)CNc1nc2c(c(=O)n(C)c(=O)n2C)n1CCc1ccccc1 (stereo not given)
31	3	6	CCN(CC)c1ccc(C2CC(=O)NC3=C2C(=O)CC(C)(C)C3)cc1 (stereo not given)
32	6	5	O=C(CSc1ccccn1)N1CCN(C(=O)CSc2ccccn2)CC1
33	1	2	NC(=O)c1ccc(N2CCCCC2)c(N2C(=O)C3C4C=CC(C4)C3C2=O)c1 (stereo not given)
34	3	0	CC1CCN(CCCNC(=O)c2cc3sccc3n2C)CC1
35	9	5	CCN1CCN(C(=O)N[C@@H](C(=O)N[C@@H]2C(=O)N3[C@@H]2SC(C)(C)[C@@H]3C(=O)O)c2ccccc2)C(=O)C1=O
36	4	-1	COc1ccc2c(=O)cc(C(F)(F)C(F)(F)F)oc2c1
37	1	5	CCCCn1c2nc3ccccc3nc2c2c(=O)n(C(C)CC)cnc21 (stereo not given)
38	19	4	O=C(Cn1cnc2ccccc2c1=O)NCc1ccco1
39	6	3	O=c1[nH]c(CN2CCN(c3ccccc3)CC2)nc2ccccc12
40	8	1	O=C(Cn1cnnn1)Nc1ccccc1Cc1ccccc1
41	-1	4	Cn1c(=O)c2c(nc(SCC(=O)OCc3ccccc3)n2C)n(C)c1=O
42	7	1	CSc1ccc(S(=O)(=O)NCCOc2ccccc2C)cc1
43	12	3	CCCn1nnnc1SCC(=O)Nc1nnc(CC)s1
44	-1	-6	Clc1cccc(Cl)c1COc1ccccn1
45	8	5	O=C(NCC1CCCO1)c1c(O)c2ccccc2[nH]c1=O (stereo not given)
46	7	5	COC(=O)c1cc(Br)c(=O)n(CCc2ccc(F)cc2)c1
47	-15	0	COc1ccc(NC(=O)C2Cc3ccccc3CN2C(=O)c2ccccc2)cn1 (stereo not given)
48	-20	-1	OCC(CO)(CO)N=Cc1c(O)ccc2ccccc12
49	0	0	C=CCNC(=O)CCCOc1cc(C)ccc1C
50	8	3	C=CCNc1oc(-c2ccc(OCC)cc2)nc1C#N

A draw from above in order of length of the SMILES, low to high.
item	TNAP inh Pi	TNAP inh pNP	Compound
44	-1	-6	Clc1cccc(Cl)c1COc1ccccn1
49	0	0	C=CCNC(=O)CCCOc1cc(C)ccc1C
43	12	3	CCCn1nnnc1SCC(=O)Nc1nnc(CC)s1
50	8	3	C=CCNc1oc(-c2ccc(OCC)cc2)nc1C#N
34	3	0	CC1CCN(CCCNC(=O)c2cc3sccc3n2C)CC1
42	7	1	CSc1ccc(S(=O)(=O)NCCOc2ccccc2C)cc1
45	8	5	O=C(NCC1CCCO1)c1c(O)c2ccccc2[nH]c1=O (stereo not given)
36	4	-1	COc1ccc2c(=O)cc(C(F)(F)C(F)(F)F)oc2c1
46	7	5	COC(=O)c1cc(Br)c(=O)n(CCc2ccc(F)cc2)c1
39	6	3	O=c1[nH]c(CN2CCN(c3ccccc3)CC2)nc2ccccc12
37	1	5	CCCCn1c2nc3ccccc3nc2c2c(=O)n(C(C)CC)cnc21 (stereo not given)
41	-1	4	Cn1c(=O)c2c(nc(SCC(=O)OCc3ccccc3)n2C)n(C)c1=O
33	1	2	NC(=O)c1ccc(N2CCCCC2)c(N2C(=O)C3C4C=CC(C4)C3C2=O)c1 (stereo not given)
35	9	5	CCN1CCN(C(=O)N[C@@H](C(=O)N[C@@H]2C(=O)N3[C@@H]2SC(C)(C)[C@@H]3C(=O)O)c2ccccc2)C(=O)C1=O

(list continues)
item	TNAP inh Pi	TNAP inh pNP	Compound
51	7	3	Cc1ccc(C(=O)Nc2nc3ccccc3s2)s1
52	7	5	O=C1C2C3C=CC(C3)C2C(=O)N1c1nccs1 (stereo not given)
53	6	0	CC(C)Cn1c(-c2ccccc2F)n[nH]c1=S
54	18	2	COc1ccc(CCNC(=O)COc2ccc(S(=O)(=O)N3CCOCC3)cc2)cc1OC
55	8	-1	Cn1nnnc1SCc1ccc(C(=O)Nc2nccs2)cc1
56	9	2	CCc1c(C)sc(NC(=O)c2ccc(Br)o2)c1C(=O)OC
57	-6	6	COc1ccc(N2CCn3c2nc2c3c(=O)n(CCc3ccccc3)c(=O)n2C)cc1
58	0	0	Nc1nnc(Cc2ccc(Cl)c(Cl)c2)s1
59	0	0	CCCCc1nc2ccccc2n1Cc1nnc2n1-c1ccccc1SC2
60	4	1	Cc1ccc(C)c(NS(=O)(=O)c2ccc(OCC(=O)NCc3ccco3)cc2)c1
61	11	3	COc1ccc(Cl)cc1NC(=O)N(C)Cc1c(C)nn(C)c1C
62	6	-8	N#Cc1nc(COc2ccccc2)oc1N1CCC(Cc2ccccc2)CC1
63	4	5	CC(=O)Nc1ccc(S(=O)(=O)NCCN2CCOCC2)cc1
64	5	4	CCN(CC)c1ccc(-n2cc3c(=O)n(C)c(=O)n(C)c3c2)cc1
65	1	2	Cc1nc(SCC(=O)NCCc2ccccc2)n[nH]1
66	2	-1	COc1ccc(-n2c(SCC(N)=O)nc3sc4c(c3c2=O)CCN(C)C4)cc1
67	-35	0	O=C1NCCCC2c3cc(O)c4ccccc4c3OC12N1CCCCC1 (stereo not given)
68	17	2	Cc1cccc2cc(CN(CC3CCCO3)C(=O)NC3CCCCC3)c(=O)[nH]c12 (stereo not given)
69	9	5	Cc1cccc(N(C(=O)CCC(=O)Nc2ccccn2)C(C(=O)NC(C)C)c2ccc(O)cc2)c1 (stereo not given)
70	3	2	O=C(COc1cccc2cccnc12)NCC(F)(F)F
71	13	8	COc1ccc(OCC(=O)Nc2ncc3c(n2)CC(C)(C)CC3=O)cc1
72	-13	1	O=C(c1ccco1)N1CCN(C(=O)c2cnn3cccnc23)CC1
73	9	1	O=C(COC(=O)c1ccc2c(c1)OCO2)NC1CCS(=O)(=O)C1 (stereo not given)
74	6	4	CCS(=O)(=O)N1CCN(C2CCC(C)CC2)CC1 (stereo not given)
75	9	4	Cc1nn(C)c(C)c1NC(=O)CSc1nc(-c2ccccc2F)nc2c1cnn2-c1ccccc1
76	17	2	O=C(CN1C(=O)CCC1=O)Nc1nc(-c2cccs2)cs1
77	12	6	O=C(O)c1cc(-c2ccco2)nc2ccccc12
78	11	5	CC(NCCC(c1ccccc1)c1ccccc1)c1ccccc1 (stereo not given)
79	12	8	COc1nc2ccccc2c(=O)n1OCC(C)C
80	6	3	Cc1ccc2cc(COC(=O)c3ccncc3)c(=O)[nH]c2c1
81	-28	1	COc1ccc(C2NC3=C(CCC3)C3(C#N)C(OC)(OC)N=C(N)C23C#N)cc1 (stereo not given)
82	7	1	Cc1ccc(-n2ncc3c2ncn2c(-c4ccncc4)nnc32)cc1
83	11	5	CC1(C(=O)O)CCC(C(=O)N2CCOCC2)C1(C)C (stereo not given)
84	0	0	O=C(c1coc(=O)c(Br)c1)N1CCCc2ccccc21
85	10	7	CC(C)N(Cc1nc(-c2ccccc2)no1)C(=O)c1ccc2c(c1)OCO2
86	12	-2	COc1ccc(N=c2oc3cc(O)ccc3cc2C(=O)NCC2CCCO2)c(OC)c1 (stereo not given)
87	-22	4	CCOC(=O)c1snc(-c2ccc(F)cc2)c1N
88	6	0	CCOc1ccc(C(=O)OCC(=O)NCc2ccco2)cc1OCC
89	8	2	CCN1CCN(C(=O)c2cc3c(=O)n4ccccc4nc3n2Cc2ccccc2)CC1
90	11	-1	C=CCN1C(=NC(=O)CCCC(=O)O)SC2CS(=O)(=O)CC21 (stereo not given)
91	-10	5	CC1CCCC(C(=O)O)N1C(=O)CCSC(=O)c1ccccc1 (stereo not given)
92	5	1	COc1ccccc1C1/C(=C(/O)c2ccc(C)cc2)C(=O)C(=O)N1CC(C)O (stereo not given)
93	6	2	Cc1nn(C)cc1/C=N/n1nnnc1N
94	10	5	CC(=O)Nc1ccc(C2NC(=O)c3ccccc3O2)cc1 (stereo not given)
95	2	-1	O=C(CCCN1C(=O)c2ccccc2C1=O)Nc1nncs1
96	6	-2	CC(=O)N1CCN(c2ccc(NCc3ccc(C)cc3)cc2)CC1
97	6	8	O=C(Cn1nc(-c2ccccc2)c2ccccc2c1=O)NCC1CCCO1 (stereo not given)
98	13	5	CCOC(=O)c1cnc(SCc2nc(N)nc(Nc3ccc(C)cc3)n2)nc1N
99	6	3	CCOC(=O)c1cc2sccc2n1CC(=O)N1CCc2ccccc21
100	-10	4	CCCc1cc(=O)n2[nH]c(SCc3ccccc3)nc2n1

Following part
item	TNAP inh Pi	TNAP inh pNP	Compound
101	21	5	Cc1cc(C(=O)COC(=O)c2cccs2)c(C)n1-c1c(C)n(C)n(-c2ccccc2)c1=O
102	1	5	O=C(Nc1ccccc1)c1ccc(NCc2cccnc2)c(S(=O)(=O)N2CCOCC2)c1
103	8	3	CC(=O)NC1CCC(C(=O)O)(c2ccccc2)C1 (stereo not given)
104	-20	3	O=c1oc(-c2ccco2)nc2c1cnn2-c1ccccc1
105	-1	0	CC(C)OCC(O)CN1CCN(CC(O)COc2ccc3c(c2)OCO3)CC1 (stereo not given)
106	4	-2	Cc1nnc(SCC(=O)NC2CC2)n1CCc1ccccc1
107	-6	6	CCn1c(CCNC(=O)c2cccs2)nnc1SCC(=O)NC1CCCCC1
108	9	6	CCCC(=O)Nc1cc2c(cc1C(=O)c1ccccc1)OCCO2
109	-7	6	CCSc1nc2ccccc2n1Cc1nc(N)nc(N(C)C)n1
110	14	7	Cc1cc(C)nc(SCc2nnc(SCC(=O)N3CCCc4ccccc43)n2C)n1
111	5	1	CS(=O)(=O)Cc1nc2ccccc2oc1=O
112	3	4	Cc1cc(C(=O)NCCC2=CCCCC2)no1
113	-4	-9	OC(COc1ccc2c(c1)OCO2)CN1CCc2ccccc2C1 (stereo not given)
114	6	-2	CN1/C(=C\C(=O)COC(=O)C2COc3ccccc3O2)C(C)(C)c2ccccc21 (stereo not given)
115	5	1	C=CCn1c(=O)c(C(=O)NCCN(CC)CC)c(O)c2ccccc21
116	-3	-11	Cc1nc(SCC(=O)Nc2c(C)n(C)n(-c3ccccc3)c2=O)n[nH]1
117	3	2	COc1ccc(S(=O)(=O)Nc2ccc3c(c2)OCCO3)cc1Cl
118	10	0	COc1ccc(NC(=O)C2CCCN(c3c4c(nc5ncnn35)CCC4)C2)cc1OC (stereo not given)
119	17	6	CN(C)S(=O)(=O)c1ccc(C(=O)Nc2ccccc2OC(F)(F)C(F)F)cc1
120	0	0	CCN(CCCc1ccccc1)CCCc1ccccc1
121	6	4	CCc1nc2ccccc2c(C(=O)OCC(=O)NCCCN2CCCC2=O)c1C
122	5	6	Cc1cc2n(n1)SC(Nc1ccccc1)N2 (stereo not given)
123	2	0	CCCc1[nH]nc2c1C(c1cccc(OC)c1)C(C#N)=C(N)O2 (stereo not given)
124	10	4	Cc1nn(-c2ccccc2)c2c1C(c1ccc(F)cc1F)C(C#N)=C(N)O2 (stereo not given)
125	0	0	CCOc1cc(N2CCOCC2)c(OCC)cc1NS(=O)(=O)c1ccc(Cl)s1
126	0	0	CC(C)=CC(=O)Nc1ccccc1C(N)=O
127	-4	-9	Cc1ccc(NC(=O)N2CCC(O)(c3ccc(Cl)cc3)CC2)cc1
128	-1	-2	CCOC(=O)c1cnc2c(Cl)c(Cl)ccc2c1N1CCN(C)CC1
129	2	5	Cc1ccc(O)c(CC(C)C)n1
